# Screening results as filed in PubChem.
# PriA SSB inh = inhibitors of Klebsiella pneumoniae PriA binding to SSB C-terminal tail, primary screen, biochemical, AlphaScreen; PriA–SSB C-terminal tail interaction (Klebsiella pneumoniae); AlphaScreen SSBct-PriA binding, biotinylated peptide; inhibition, % at 33 µM; hit rate 0.6% among 430,000; in the data active = inhibition mostly above about 37%, no sharp cut-off; inactive = mostly below about 20%;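 also: plate controls were negative control peptide for no effect and reference peptide for full effect; strong numbers were not always called active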
# * = called active by the depositor; & = joins results of further samples. Not all compounds are listed. The share of hits here may be higher or lower than overall.
cpd	molecule	PriA SSB inh
1	COC(=O)Oc1ccc(C=NNC(=O)CSCc2ccc(Cl)cc2)cc1OC	-14.9
2	Cc1cc(NC(=O)c2ccc(Cl)cc2)n(C)n1	0.0
3	CCOc1ccc(-n2c(CNC(=O)c3ccco3)nnc2SCC(=O)Nc2nc3ccccc3s2)cc1	-2.0
4	O=C(CCS(=O)(=O)c1ccccc1)N1CCCC(c2nnc(-c3ccccc3F)s2)C1 (stereo not given)	-10.0
5	CCOc1ccc(C=NNC(=O)c2c(-c3ccccc3)noc2C)cc1	4.1
6	Cc1nn(C2CCS(=O)(=O)C2)c(C)c1N1CCN(C(=O)Cc2c(F)cccc2Cl)CC1 (stereo not given)	2.0
7	CNC(=O)c1csc(NC(=O)c2cc(Cl)ccc2Cl)n1	-2.0
8	O=C(c1ccc(F)cc1Cl)N1CCN(CC(O)c2ccco2)CC1 (stereo not given)	-12.0
9	C=CCNC(=O)CC(=O)NN=Cc1ccccc1F	-3.0
10	O=C(NCc1cncc(-c2ccsc2)c1)c1ccoc1	-4.0
11	CCCC(CCC)C(=O)NC1CC(=O)N(c2ccc(OC)c(OC)c2)C1 (stereo not given)	6.0
12	O=C1CCSCC(C(=O)NC2CC2)N1 (stereo not given)	-17.0
13	COc1cccc2sc(OC3CCNCC3)nc12	-10.0
14	CS(=O)(=O)N1CCCC(C(=O)N(CC2CCCO2)c2nc3ccccc3s2)C1 (stereo not given)	-7.0&4.0
15	COC(=O)c1ccc(Cn2nc(C3CC3)c3cnn(-c4ccc(F)cc4)c3c2=O)o1	3.0

# Additional compounds follow:
cpd	molecule	PriA SSB inh
16	O=C(Cc1cc(=O)[nH]c(SCc2ccccc2F)n1)NCCc1c[nH]c2ccccc12	-12.0
17	COC(=O)c1c(NC(=O)CCSc2ccccc2)sc(Cc2ccc3c(c2)OCO3)c1C	10.0
18	O=C(CCSc1ccccc1)NCCOc1ccc(F)cc1	-22.0
19	N#C/C(=C\Nc1cc([N+](=O)[O-])ccc1F)c1nc(-c2cc3ccccc3oc2=O)cs1	-12.0
20	O=C(O)c1cccc(-c2ccn[nH]2)c1	-6.0
21	O=C1CCCC(=NNC(=O)c2ccc(COc3cccc4cccnc34)cc2)C1	-0.5
22	O=C(N/N=C\c1cc(Br)ccc1O)c1ccc(=O)[nH]n1	79.0
23	O=C(c1ccno1)N(CCc1cccs1)Cc1ccoc1	2.0
24	COc1ccc(S(=O)(=O)N2CCOCC2)cc1NC(=O)CON=Cc1ccccc1OC(F)F	-21.4
25	COc1ccc(S(=O)(=O)NCC2CCN(Cc3ccccc3)CC2)cc1	8.0
26	COc1ccc(S(=O)(=O)NCCc2ccc(S(N)(=O)=O)cc2)cc1[N+](=O)[O-]	-5.0
27	CN1C(=O)C(C)(C)COc2ccc(NC(=O)c3c(F)cccc3Cl)cc21	6.0
28	Cn1c(SCC(=O)Nc2ccc(F)cc2Cl)nc2cc(-c3ccccc3)sc2c1=O	-3.0
29	O=C(NCC1CCN(c2cnccn2)CC1)Nc1ccccc1Cl	13.0
30	O=S(=O)(Nc1cnn(C2CCOCC2)c1)c1cccnc1	-17.0

# The closing two compounds of the section before come first, to join the parts:
cpd	molecule	PriA SSB inh
29	O=C(NCC1CCN(c2cnccn2)CC1)Nc1ccccc1Cl	13.0
30	O=S(=O)(Nc1cnn(C2CCOCC2)c1)c1cccnc1	-17.0
31	O=C(CSc1nc(-c2cccc(Cl)c2)cs1)N1CCOCC1	14.0
32	Cc1oncc1C(=O)N1CC(N2C(=O)C3CC=CCC3C2=O)C1 (stereo not given)	-12.0
33	CCCCCCC(=O)Nc1ccc(C(=O)NN=Cc2cccnc2)cc1	-13.0
34	NC(=NOC(=O)c1ccc(Cl)cc1)c1[nH]ncc1Br	4.7
35	COC(CNc1ncnc2c1cnn2-c1ccc(F)cc1)OC	4.0
36	COc1ccc(S(=O)(=O)C(CNC(=O)c2ccc(Br)o2)c2ccco2)cc1 (stereo not given)	7.0
37	O=C(NCc1cccs1)C(=O)NCC1CCCN1S(=O)(=O)c1cccs1 (stereo not given)	7.0
38	O=C(NCCc1ccoc1)c1cncc(Br)c1	-9.0
39	COC(=O)c1c(C)[nH]c(C(=O)CSc2nc3sc(C)c(C)c3c(=O)n2-c2ccccc2)c1C	2.0
40	Cn1nc(-c2ccccc2)cc1C(=O)N1C2C=CCC1CC2 (stereo not given)	-9.0
41	O=C(Cc1cccs1)NCCOc1ccc(F)cc1	-5.0
42	COc1ccc(CC(=O)Nc2c(C(=O)Nc3ccc(F)c(Cl)c3)oc3ccccc23)cc1OC	-24.0
43	Cn1cccc1[C@H](CNC(=O)C(=O)NCc1ccccc1Cl)N1CCOCC1	-11.0
44	O=c1cc(-c2ccc(F)cc2)ncn1Cc1cccc(C(F)(F)F)c1	-11.0
45	CCN1C(=O)c2ccc(NC(=O)CCSc3ccccc3)c3cccc1c23	12.0

# Continued.
cpd	molecule	PriA SSB inh
46	O=C(Nc1ccccc1F)c1ccc(N2C(=O)c3ccccc3C2=O)cc1	-2.0
47	COc1cccc(COc2cn(C)c(C(=O)N3CCN(C(=O)c4ccco4)CC3)cc2=O)c1	-3.0
48	Cc1ccc(NCC(=O)Nc2ncc(Cc3ccccc3F)s2)c(C)c1	-5.0
49	COCCN(Cc1ccncc1)C(=O)CCc1ccccc1	-18.0
50	O=[N+]([O-])c1ccc(C=NN2CCN(c3ccc(Cl)cc3)CC2)cc1	-20.9
51	CC(=O)c1ccc(S(=O)(=O)N2CCC(Oc3ncccc3Br)CC2)cc1	-11.0
52	Cc1cc(C)c2nc(N3CCN(C(=O)c4ccc(N(C)C)cc4)CC3)sc2c1	-6.0
53	COc1cccc2c(Nc3ccc(Br)cc3)c(C#N)cnc12	-9.0
54	CC(O)(CNC(=O)C(=O)NCCC1=CCCCC1)c1ccc(-c2ccccc2)cc1 (stereo not given)	-10.0
55	COc1cc(C=NNC(=O)c2cccc(C(=O)NN=Cc3ccc(O)c(OC)c3)n2)ccc1O	-20.9
56	CCOc1ccccc1-c1noc(CN2C(=O)COc3ccc(C)cc32)n1	-6.0
57	O=[N+]([O-])c1ccc(-c2ccc(C=NNc3nc(N4CCCC4)nc(N4CCCC4)n3)o2)cc1	12.5
58	COCc1cc(C)nc(OCC(=O)NN=Cc2ccccc2)c1C#N	-2.5
59	CC(=O)c1cccc(NC(=O)Cc2csc3nc(-c4ccc(C)cc4)cn23)c1	17.0
60	Cc1ccc(C(O)=C2C(=O)C(=O)N(C)C2c2ccc(Br)cc2)cc1 (stereo not given)	-9.0

# The closing six entries of the section before lead into the next:
cpd	molecule	PriA SSB inh
55	COc1cc(C=NNC(=O)c2cccc(C(=O)NN=Cc3ccc(O)c(OC)c3)n2)ccc1O	-20.9
56	CCOc1ccccc1-c1noc(CN2C(=O)COc3ccc(C)cc32)n1	-6.0
57	O=[N+]([O-])c1ccc(-c2ccc(C=NNc3nc(N4CCCC4)nc(N4CCCC4)n3)o2)cc1	12.5
58	COCc1cc(C)nc(OCC(=O)NN=Cc2ccccc2)c1C#N	-2.5
59	CC(=O)c1cccc(NC(=O)Cc2csc3nc(-c4ccc(C)cc4)cn23)c1	17.0
60	Cc1ccc(C(O)=C2C(=O)C(=O)N(C)C2c2ccc(Br)cc2)cc1 (stereo not given)	-9.0
61	COCC(=O)N1CCCc2ccc(NS(=O)(=O)c3ccc(NC(C)=O)cc3C)cc21	-9.0
62	Cn1cccc1CN(C(=O)Cc1ccc(F)cc1)C1CC1	2.0
63	CCn1cc(C(=O)N2CCSC(c3ccccc3Cl)CC2)c(=O)c2ccc(C)nc21 (stereo not given)	-3.0
64	CN(C(=O)CCn1c(=O)oc2ccccc21)c1ccccc1	-11.0
65	COc1cc(NC(=O)CSc2nccn(-c3ccc(C)c(C)c3)c2=O)cc(OC)c1	7.0
66	CCSc1ccccc1C(=O)NCCn1nc(-n2nc(C)cc2C)ccc1=O	-9.0
67	O=C(c1ccc(F)cc1)c1ccccc1C(=O)N1CC(S(=O)(=O)c2ccc(F)cc2)C1	4.0
68	COCCN1CCC(CNC(=O)c2ccc3ccccc3c2)CC1	8.0
69	Cc1cc(S(=O)(=O)NCCN2CCOCC2)c(Cl)cc1Cl	-8.0
70	Cc1cc(C)c2c(c1)sc(=NC(=O)c1cccs1)n2C	-4.0
71	CCC(CO)[n+]1c(C)cc(C=C2Sc3ccccc3N2Cc2ccccc2)cc1C (stereo not given)	-15.0
72	Fc1ccc(Nc2ccnc3ccc(Cl)cc23)c(F)c1	-17.0
73	CCSCCOC(=O)C1=C(C)N(C)C(=O)N[C@H]1c1ccc(OCc2ccccc2)cc1	-3.0
74	O=C(O)c1ccccc1SC/C=C/c1ccccc1	-6.0
75	Cc1ccc(C2=NC3(CCN(Cc4cc(C)ccc4C)CC3)NC2=O)cc1	-13.0

# (cont.)
cpd	molecule	PriA SSB inh
76	CC(C)(C)NC(=O)CSc1ccc(-c2ccccc2Cl)nn1	-13.0
77	Cc1nc2sc(C)c(C)n2c(=O)c1NC(=O)COc1ccccc1F	-19.0&-11.0
78	O=C(Nc1cnn(CC2CCOCC2)c1)c1ccc(F)cc1Cl	-4.0
79	O=C(CCCn1nc(-c2ccccc2)ccc1=O)N1CCN(c2ccccc2F)CC1	-13.0
80	Cc1cccc(C(=O)NCCN2CCn3cc(OCc4ccc(F)cc4)c(=O)cc3C2=O)c1	-12.0
81	COC(=O)c1ccc(CSc2nnc3n2CCN3c2ccc(OC)cc2)o1	-15.0
82	COC(=O)CSc1ccc2nnc(-c3ccccn3)n2n1	77.1*
83	Cc1ccccc1NC(=O)c1ccc(COc2ccccc2C)o1	-30.0
84	COC(=O)c1ccc(Oc2coc3cc(OC(=O)N4CCOCC4)ccc3c2=O)cc1	1.0
85	COc1ccccc1OCCn1cc(C=NNC(N)=S)c2ccccc21	4.0
86	COC(=O)N1CCN(c2ncnc3c2nnn3C)CC1	-13.0
87	CCOc1ccc(C(=O)Nc2ccc3c(c2)N(CCC(C)C)C(=O)C(C)(C)CO3)cc1OCC	26.0
88	Nc1ccc(C(=O)NN=Cc2c[nH]c3ccccc23)cc1	-7.8
89	CC(C)(C)Cc1nnc(C2CCCN(S(=O)(=O)c3ccc(Cl)cc3)C2)o1 (stereo not given)	-1.0
90	COc1ccc(OC)c2sc(N(CCN(C)C)C(=O)/C=C/c3cccc([N+](=O)[O-])c3)nc12	-4.0

# Retrieved by structure from above, 2 records:
cpd	molecule	PriA SSB inh
86	COC(=O)N1CCN(c2ncnc3c2nnn3C)CC1	-13.0
80	Cc1cccc(C(=O)NCCN2CCn3cc(OCc4ccc(F)cc4)c(=O)cc3C2=O)c1	-12.0

# Next results follow.
cpd	molecule	PriA SSB inh
91	O=C(NCC#CCOc1ccc2c(c1)OCO2)Nc1cccs1	-4.0
92	COc1ccc(/C=C/C(=O)O)cc1S(=O)(=O)N(CCO)CCO	-3.0
93	Cc1ccc2oc(C(=O)Nc3ccccc3C(N)=O)cc2n1	-10.0
94	N#Cc1cccnc1OC1CCN(C(=O)C2CC(=O)N(c3ccc(Cl)cc3)C2)CC1 (stereo not given)	18.0
95	COc1cc(C(=O)Nc2ccc3c(c2)N(C(=O)C(C)(C)C)CC3)cc(OC)c1OC	10.0
96	O=S(=O)(c1ccc2c(c1)CCCC2)N(CCc1cccs1)C1CCOCC1	-7.0
97	COc1cccc(CNC(=O)Cn2c(C)nc3c(sc4ccccc43)c2=O)c1	-8.0&1.0
98	CCOc1ccc(NC(=O)Cn2cnc3c(-c4ccccc4)csc3c2=O)cc1	-9.0
99	CCOC(=O)C1CCN(CC(O)COc2cccc(OC)c2)CC1 (stereo not given)	-16.0
100	O=C(O)c1ccc(Cn2cnc3ccccc32)o1	11.0
101	O=C(NCc1ccncc1)C1CCN(c2ccc(-c3ccccc3)nn2)CC1	-1.0
102	Cn1nc(C2CCN(C(=O)COc3ccc(Cl)cc3Cl)CC2)n(C2CC2)c1=O	-5.0
103	O=C(Cn1cnc(-c2ccccc2)cc1=O)NCCc1ccccc1	-4.0
104	COc1ccc(NC=C2CCc3ccccc3C2=O)cc1	-43.3
105	O=C(Cn1nc(-n2ccc3ccccc32)ccc1=O)NCCNC(=O)c1ccc(NC(=O)C2CC2)cc1	-10.0

# Remaining list, next part:
cpd	molecule	PriA SSB inh
106	COc1ccc(CCNc2nccn(-c3ccccc3OC)c2=O)cc1OC	4.0
107	COc1ccc(-c2ccc(=O)n(Cc3ccc(C(F)(F)F)cc3)n2)cc1OC	-10.0&-1.0
108	O=C(NCCCn1ccnc1)c1csc2nc(-c3ccc(F)cc3)cn12	13.0
109	Cc1[nH]c2ccccc2c1C(=O)CSc1ncnc2sc3c(c12)CC[C@H](C)C3	-5.0
110	O=c1[nH]c2ccccc2nc1-c1cc(Br)ccc1NS(=O)(=O)c1ccccc1	-15.0
111	CS(=O)(=O)c1ccc(Nc2nc(CC(=O)Nc3cccc(F)c3)cs2)cc1	-2.0
112	CCN1C(=O)NC2(CCN(S(=O)(=O)c3ccccc3F)CC2)C1=O	-14.0
113	COC(=O)/C=C1\SC(=N)NC1=O	-13.8
114	COc1ccccc1OCC#CCNC(=O)c1ccccc1Cl	-17.0
115	O=[N+]([O-])c1ccccc1/C=C/C=Nn1c(-c2ccco2)n[nH]c1=S	10.2
116	O=C(CNC(=O)c1cccs1)N/N=C\c1c(F)cccc1Cl	1.0
117	O=C(Cn1cnc2nc(N3CCC[C@H](C(=O)NC4CC4)C3)sc2c1=O)Nc1ccc(F)c(F)c1	-8.0
118	CCC(=O)Nc1ccc(S(=O)(=O)N2CCN(c3cc(-n4cncn4)ncn3)CC2)cc1	-17.0
119	O=C(Nc1ccccc1)N1CCN(c2cc(-n3ccnc3)ncn2)CC1	-4.0
120	CCn1c(=NC(=O)c2ccccc2)sc2cc3c(cc21)OCCO3	-36.0

# New compounds follow.
cpd	molecule	PriA SSB inh
121	O=C(NCC(O)(c1ccccc1)C(F)(F)F)C1CC=CCC1 (stereo not given)	-19.0
122	CSc1ccc(CC(=O)Nc2ccc3c(c2)C(=O)NC3=O)cc1	0.0
123	Cc1cc(C)cc(N(CC(=O)Nc2c(C)cc(C)cc2C)C2=NC3CS(=O)(=O)CC3S2)c1 (stereo not given)	-2.0
124	C1CCN2C[C@H]3C[C@H](CN4CCCC[C@@H]34)[C@H]2C1	12.5
125	O=C(CCc1ccccc1Br)NCc1ccc(C(=O)c2ccsc2)s1	-1.0
126	CCOC(=O)CCC(=O)Nc1cnn([C@H]2CCOC2)c1	1.0
